Screening data as filed in PubChem BioAssay.
NLRP3 yeast inh – blocks the NALP3 inflammasome reconstituted in yeast. Yeast reconstituted NLRP3/ASC/caspase-1, beta-gal luminescence, 24 h. inhibition, % at 10 µM. 330,000 tested, 0.39% active. AID 2825;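 active = inhibition of 50% or more; inactive = inhibition below 50%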;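 note: plate controls were induced DMSO wells for no effect and uninduced yeast grown without galactose for full effect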
PfG6PD inh – PfG6PD (Plasmodium falciparum) enzyme inhibition; 350,000 tested, 0.78% active; PfGluPho enzyme, NADPH resazurin-diaphorase fluorescence; inhibition, % at 20 µM;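 active = inhibition reaching at least a set limit at 20 µM in the primary screen, cut at about 59% in these data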;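 note: 0% = DMSO wells with substrate and 100% = DMSO wells lacking glucose-6-phosphate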
SENP8 block-1 – SENP8 protease inhibition | inhibition, % at 10 µM | 330,000 tested, 1.2% active | Q96LD8 | AID 2540 | purified SENP8, Z-RLRGG-aminoluciferin cleavage, luminescence; in the data active = inhibition above about 50%
Target sequence (Q96LD8 whole entry, looked up): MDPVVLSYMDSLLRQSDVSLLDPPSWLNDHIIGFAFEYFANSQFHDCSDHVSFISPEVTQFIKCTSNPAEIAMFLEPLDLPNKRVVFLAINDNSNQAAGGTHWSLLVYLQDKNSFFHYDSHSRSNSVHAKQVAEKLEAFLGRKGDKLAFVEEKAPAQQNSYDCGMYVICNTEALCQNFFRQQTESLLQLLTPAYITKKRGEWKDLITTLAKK
HKDC1 inhibitor – HKDC1 (human) hexokinase inhibition. Q2TB90. recombinant HKDC1, G6PDH/diaphorase resazurin coupled fluorescence. inhibition, % at 20 µM. 340,000 tested, 0.16% active. AID 493160;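 active = inhibition above about 35% when tested at 20 µM, limit read from the data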;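 note: plate controls were DMSO wells with enzyme for no effect and DMSO wells lacking enzyme for full effect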
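test system = in-house recombinant HK5 (HKDC1) enzyme | amount = HKDC1 at 5 µg/mL | control set = DMSO-enzyme wells negative, buffer-substituted wells positive | compound = one dose of 20 µM, 1% DMSO | schedule = reaction time 90 min, room temperature, protected from light | technique = resorufin fluorescence at 613 nm | reagent = glucose with 1 mM ATP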
SENP6 inh – SENP6 protease inhibition; Recombinant SENP6 catalytic domain, aminoluciferin luminescence; AID 2599; inhibition, % at 10 µM; 330,000 tested, 1.8% active;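 active = inhibition above about 50% at the single tested dose, limit read from the data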;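 note: plate controls were DMSO wells with enzyme for no effect and DMSO wells lacking enzyme for full effect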
Apaf-1 inh – blocks human Apaf-1 apoptosome activity | reconstituted apoptosome caspase-3 activity, DEVD-Rh110 fluorescence | inhibition, % at 20 µM | 330,000 tested, 0.71% active; active = inhibition of at least 40% at 20 µM;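 note: plate controls were DMSO wells for no effect and DEVD-CHO caspase inhibitor wells for full effect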
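System: reconstituted apoptosome with Apaf-1, cytochrome c, caspase-9, procaspase-3, dATP; Signal: Rh110 fluorescence intensity; Schedule: 30 min compound preincubation, 50 min activation, room temperature; Reagent: cytochrome c trigger plus (Z-DEVD)2-Rh110 caspase-3 substrate.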
SENP8 block-2 – SENP8 (human) protease inhibition; 360,000 tested, 0.64% active; AID 602440; inhibition, % at 20 µM; Q96LD8; recombinant SENP8, Nedd8 substrate fluorescence; in the data active = inhibition mostly above about 40%, no sharp cut-off; inactive = mostly below about 27%
SENP1 FRET inh – blocks the human SENP1 SUMO protease catalytic domain | inhibition, % at 10 µM | recombinant SENP1 catalytic domain, CyPet-SUMO1-YPet FRET cleavage | Q9P0U3 | 360,000 tested, 0.21% active;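 active = inhibition at least 30% at 10 µM, raw YFP signal under a set limit, fluorescence ratio 0.5 to 1.5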;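 note: 0% = enzyme with DMSO and 100% = no enzyme wells; some results filed as inactive read as strong as hits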
Target sequence (Q9P0U3 419-644 limits assumed): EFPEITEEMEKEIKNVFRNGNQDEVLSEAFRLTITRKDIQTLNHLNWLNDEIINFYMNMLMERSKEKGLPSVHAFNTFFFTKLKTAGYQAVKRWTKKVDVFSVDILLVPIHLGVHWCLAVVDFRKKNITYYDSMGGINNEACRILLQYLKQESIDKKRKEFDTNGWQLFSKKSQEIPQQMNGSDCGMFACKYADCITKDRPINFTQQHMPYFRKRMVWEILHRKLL
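Assay system – human recombinant His6-tagged SENP1 catalytic domain enzyme · Input – SENP1 enzyme, 20 pM final · Buffer or medium – Tris pH 8 buffer plus EDTA, NaCl, BME, BSA, NP40, catalase · Schedule – 50 min reaction at room temperature · Technique – FRET read of cyan and yellow fluorescence · Control set – no-enzyme wells low, DMSO-plus-enzyme wells high control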
SENP7 block – SENP7 protease inhibition; inhibition, % at 5 µM; recombinant SENP7, Z-RLRGG-aminoluciferin luminescence, 40 min; AID 434973; 330,000 tested, 1.5% active; Q9BQF6;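 active = inhibition above about 50% at the single test dose, limit read from the data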;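 note: plate controls were DMSO with enzyme for no effect and no enzyme buffer wells for full effect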
Target sequence (Q9BQF6 706-1050 limits assumed): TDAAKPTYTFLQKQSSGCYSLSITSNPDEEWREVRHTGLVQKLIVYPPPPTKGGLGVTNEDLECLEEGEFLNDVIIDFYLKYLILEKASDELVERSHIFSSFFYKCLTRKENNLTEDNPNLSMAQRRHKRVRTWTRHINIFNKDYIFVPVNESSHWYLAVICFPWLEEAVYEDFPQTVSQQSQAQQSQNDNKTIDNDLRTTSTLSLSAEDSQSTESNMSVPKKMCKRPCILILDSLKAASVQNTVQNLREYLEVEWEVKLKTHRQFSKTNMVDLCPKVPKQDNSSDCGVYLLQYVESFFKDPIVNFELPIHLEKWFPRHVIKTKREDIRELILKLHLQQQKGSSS
The depositor's hits bear a star; x = not tested or not shown. Compounds were not picked by outcome; about 4.1% have a hit in one of these screens.

Sample of the layout, 12 compounds:
SMILES	NLRP3 yeast inh	PfG6PD inh	SENP8 block-1	HKDC1 inhibitor	SENP6 inh	Apaf-1 inh	SENP8 block-2	SENP1 FRET inh	SENP7 block
CCCCN(C)C(=O)c1cc2c(s1)-c1ccccc1S(=O)(=O)C2	2	4	-11	-5	-1	-8	10	-1	3
COc1ccc(-c2nc3ccc(Cl)cn3c2NC2CCCCC2)cc1SC1CCCCC1	2	24	-15	1	-5	28	-489	-38	-7
Cn1cccc1C(=O)NC(=O)COC(=O)CNC(=O)CNC(=O)c1ccc(Cl)cc1Cl	9	15	-3	-10	19	4	-51	-13	-3
COCCN1CC(C(=O)NCCc2nc(C)c(C)s2)CCC1=O (stereo not given)	14	-6	-3	-1	-4	-2	11	3	-4
Cc1nc(Nc2ccc(Br)cc2Br)c([N+](=O)[O-])c(=O)[nH]1	13	-11	3	-5	19	0	21	4	1
COc1cc2c(cc1OC)CN(C(=O)c1cccc(S(=O)(=O)N(C)C)c1)CC2	-6	-7	-8	4	-18	-7	3	1	-3
CN(Cc1ccc(Cl)cc1)C(=O)c1ccccc1SCC(=O)N1CCCC1	4	12	-5	-5	-21	6	5	2	-9
CCC(=O)N1CCc2cc(S(=O)(=O)NC(C(=O)NCc3ccccc3)C(C)C)ccc21 (stereo not given)	3	-11	-7	0	-6	10	18	3	-10
CO/N=C/C(C#N)=C/c1ccc(OC)c(OC)c1	31	-14	5	11	-1	4	-12	-2	5
CCCn1c(N2CCN(CC(=O)c3c[nH]c4ccccc34)CC2)nc2c1c(=O)[nH]c(=O)n2C	-10	-3	-4	7	1	15	-15	-4	-5
COc1ccc(CNC(=O)CN(CC2CCCO2)C(=O)CNS(=O)(=O)c2ccc(C)cc2)cc1 (stereo not given)	8	6	5	-5	-7	-6	17	5	2
CCN(CC)S(=O)(=O)c1cccc(C(=O)NC(C(=O)NNC(=O)c2ccccc2F)C(C)C)c1 (stereo not given)	x	-7	x	0	x	x	6	0	x

The listing, from the start:
SMILES	NLRP3 yeast inh	PfG6PD inh	SENP8 block-1	HKDC1 inhibitor	SENP6 inh	Apaf-1 inh	SENP8 block-2	SENP1 FRET inh	SENP7 block
CCCCN(C)C(=O)c1cc2c(s1)-c1ccccc1S(=O)(=O)C2	2	4	-11	-5	-1	-8	10	-1	3
COc1ccc(-c2nc3ccc(Cl)cn3c2NC2CCCCC2)cc1SC1CCCCC1	2	24	-15	1	-5	28	-489	-38	-7
Cn1cccc1C(=O)NC(=O)COC(=O)CNC(=O)CNC(=O)c1ccc(Cl)cc1Cl	9	15	-3	-10	19	4	-51	-13	-3
COCCN1CC(C(=O)NCCc2nc(C)c(C)s2)CCC1=O (stereo not given)	14	-6	-3	-1	-4	-2	11	3	-4
Cc1nc(Nc2ccc(Br)cc2Br)c([N+](=O)[O-])c(=O)[nH]1	13	-11	3	-5	19	0	21	4	1
COc1cc2c(cc1OC)CN(C(=O)c1cccc(S(=O)(=O)N(C)C)c1)CC2	-6	-7	-8	4	-18	-7	3	1	-3
CN(Cc1ccc(Cl)cc1)C(=O)c1ccccc1SCC(=O)N1CCCC1	4	12	-5	-5	-21	6	5	2	-9
CCC(=O)N1CCc2cc(S(=O)(=O)NC(C(=O)NCc3ccccc3)C(C)C)ccc21 (stereo not given)	3	-11	-7	0	-6	10	18	3	-10
CO/N=C/C(C#N)=C/c1ccc(OC)c(OC)c1	31	-14	5	11	-1	4	-12	-2	5
CCCn1c(N2CCN(CC(=O)c3c[nH]c4ccccc34)CC2)nc2c1c(=O)[nH]c(=O)n2C	-10	-3	-4	7	1	15	-15	-4	-5
COc1ccc(CNC(=O)CN(CC2CCCO2)C(=O)CNS(=O)(=O)c2ccc(C)cc2)cc1 (stereo not given)	8	6	5	-5	-7	-6	17	5	2
CCN(CC)S(=O)(=O)c1cccc(C(=O)NC(C(=O)NNC(=O)c2ccccc2F)C(C)C)c1 (stereo not given)	x	-7	x	0	x	x	6	0	x
CN(CC(=O)NCC1CCCCC1)S(=O)(=O)c1ccc(F)cc1	6	-1	3	-2	0	4	7	3	6
CC1CCCC(NC(=O)COC(=O)[C@@H](NC(=O)c2ccco2)C(C)C)C1C (stereo not given in full)	-8	4	1	-4	2	2	10	-1	2
C=CCn1c(SCC(=O)Nc2nc3ccccc3s2)nc(O)c(CC)c1=O	15	4	-2	0	4	-14	-11	-6	2
Cc1cc(C(=O)O)ccc1-c1ccc(CO)o1	-5	-29	-2	2	3	9	-281	2	-1
O=S(=O)(NCc1ccccc1)c1ccc(-n2cccn2)cc1	12	-16	5	-6	-5	6	20	2	5
CC1(C)CC(=O)C2=C(C1)OC(N)=C(C#N)[C@@]21C(=O)N(CC(N)=O)c2ccccc21	-6	-7	-5	-5	-13	7	21	3	-1
CS(=O)(=O)Nc1ccc(C(=O)N2CCN(c3ccccc3)CC2)cc1	19	-2	-4	-10	5	-11	11	0	-6
COC(=O)c1nc(NC(=O)c2ccccc2Cl)n[nH]1	-15	-1	-13	-6	-6	-5	14	4	3
CCCc1nnc(NC(=O)c2ccc(S(=O)(=O)N(C)c3ccccc3OC)cc2)s1	6	-15	-6	-1	-3	15	-7	-2	-4
CC(=O)Nc1nc(NC(=O)C(Cl)(Cl)Cl)n(-c2ccccc2)n1	-10	-5	-10	-6	-30	-7	2	2	-1
COc1ccc(C(=O)Nc2cc([N+](=O)[O-])ccc2N2CCCC2)cc1	19	7	1	6	-5	-8	37	-5	7
Cc1c(C(=O)N2CCN(S(=O)(=O)c3ccccc3F)CC2)oc2c(Cl)cccc12	22	-4	5	1	1	8	15	4	-4
C/C(=N/NC(=O)c1cc(C)[nH]n1)c1ccncc1	15	-2	-7	-6	-3	1	9	0	-5
COc1ccc(N(CC(=O)Nc2ccccc2C)S(=O)(=O)c2ccccc2[N+](=O)[O-])c(OC)c1	-6	15	-2	-11	-2	22	8	-1	8
Cc1cc(NC(=O)COc2cccnc2[N+](=O)[O-])no1	2	-1	-4	1	21	-10	20	0	8
O=C(CCCC1=NS(=O)(=O)c2ccccc2N1)NCCc1ccc(Cl)cc1	1	3	-4	-2	3	2	12	0	-2
CCOc1ccc(OC(=O)c2ccc3c(=O)n4c(nc3c2)CCC4)cc1	18	0	-20	-5	-24	17	1	-2	-13
CNCCOCC(O)CSc1ccccc1 (stereo not given)	3	-7	4	4	9	-11	20	1	7
COc1ccc(Cc2nnc(N)s2)cc1	16	-7	0	4	-4	0	14	2	2
O=C(Nc1nnc(SCc2ccc(F)cc2)s1)c1ccco1	10	-25	-15	-2	2	6	-53	2	-7
Cc1c(C(=O)NC2=NCCS2)cccc1[N+](=O)[O-]	9	2	-5	-5	-27	5	20	1	-5
CCc1cccc(NC(=O)c2snc3c(=O)[nH]cnc23)c1	5	-4	-11	-3	17	3	8	-3	-9
COc1ccc2[nH]c3c(=O)n(N)c(=O)[nH]c3c2c1	12	-7	2	-8	10	0	-341	1	-2
CC(=O)c1ccc(NC(=O)C(C)N(C)CC(=O)Nc2ccc(N3CCOCC3)cc2)cc1 (stereo not given)	-1	-4	-6	-3	3	-4	10	2	7
O=C(Nc1cc2c(ccc3ccccc32)oc1=O)C1CCCCC1	0	-1	-3	3	-9	-11	-290	-12	11
Cc1ccc(-n2cc[nH]c2=S)cc1C	3	18	-8	-12	-19	1	24	2	-4
COC(=O)[C@@H]1C[C@H]1[C@@H](NS(=O)(=O)c1ccccc1)c1ccccc1	-7	-2	-1	-2	-1	-1	6	1	-4
CCCCN(C(=O)C(CCSC)N1C(=O)c2ccccc2C1=O)c1c(N)n(CCC)c(=O)[nH]c1=O (stereo not given)	13	6	0	-7	-13	-10	7	-2	-7
O=C(Cc1cccc2ccccc12)N/N=C/c1ccc(O)c([N+](=O)[O-])c1	12	-9	-4	-4	18	4	8	2	-1
Cn1c(SCC(=O)N(Cc2ccccc2)C(C)(C)C)nc2ccccc21	15	4	5	11	-2	24	17	2	6
CCOc1ccccc1N(CC(=O)Nc1ccc(S(=O)(=O)N2CCOCC2)cc1)S(=O)(=O)c1ccc(Cl)cc1	-2	-15	0	-13	2	-68	9	3	1
COc1ccccc1CNC(=O)c1ccc(-c2ccccc2Cl)o1	20	10	-14	8	-10	21	8	-6	8
O=C(CCC(=O)OCC(=O)c1cccc([N+](=O)[O-])c1)Nc1cccc(Cl)c1Cl	-7	24	-1	-2	-6	9	17	2	4
COC(=O)/C(=C\c1ccc(O)cc1)c1nc2ccccc2[nH]1	6	0	-13	0	6	6	-44	-88	-6
O=C/C(=C\Nc1ccc(Cl)cn1)c1nc2ccccc2o1	26	-8	-2	-6	0	4	-12	-45	3
COc1ccc(N(CC(=O)NC2CC3CCC2C3)S(=O)(=O)c2ccccc2)cc1Cl (stereo not given)	20	11	-6	-7	8	14	12	0	-4
CCCn1cnc2c(SCc3ccccc3F)nc(N)nc21	x	3	x	-3	x	x	6	3	x
CCOC(=O)c1c(C)nc2ncccn12	21	-7	5	-3	-5	-28	-443	0	3
O=C(NCCCN1CCOCC1)c1ccc(S(=O)(=O)Nc2ccccc2)cc1	4	-17	-6	-4	-12	8	5	0	-15
Cc1ccc([N+](=O)[O-])c(OCCCNCC(C)O)c1 (stereo not given)	7	-3	-1	-4	9	0	11	-2	1
COc1ccccc1N(C(=O)CNC(=O)c1ccco1)C(C(=O)NC1CCCC1)c1ccco1 (stereo not given)	7	-3	-2	1	-6	-9	14	1	-2
Cc1cc(C(=O)N/N=C/c2c3ccccc3cc3ccccc23)n[nH]1	23	0	-5	-1	2	23	-27	-23	1
COc1ccc(NC(=O)N2CCCC2)cc1OC	13	1	2	-5	-13	-4	21	0	-4
COc1ccc(CCNC(=O)COC(=O)c2ccc(N3CCCC3=O)cc2)cc1OC	9	5	-4	-7	-2	-2	3	0	5
Cc1occc1C(=O)NNS(=O)(=O)c1ccc([N+](=O)[O-])cc1	5	30	4	-1	-2	-3	13	1	4
NC(=O)c1ccc2c(=O)c(O)c(-c3cc(Cl)c(N)c(Cl)c3)[nH]c2c1	12	-4	4	-14	-10	-12	-454	58	-9
Nc1cc(C(=O)c2ccccc2)ccc1N1CCOCC1	17	-11	-8	-1	-6	-2	1	3	1
